S2 tox: Viability Counterscreen for Primary qHTS for Inhibitors of ATXN expression; S2 cells (HEK-293 line with an ATXN2-luciferase reporter) viability, CellTiter-Fluor protease fluorescence, 24 h; Potency, µM (highest dose often 56.7 µM), most hits filed as cytotoxic; 400,000 compounds, 0.49% hits; further: potency means the concentration at half of the fitted maximal effect; nearly all actives have a fitted effect of over 40% in size
HepG2 viability: qHTS for Inhibitors of TGF-b: Cytotox Counterscreen; AID 588856, 2011; HepG2 CAGA-GFP viability, ATP luminescence, 18 h; Potency, µM (titrated, usually from 46.1 µM), without a hit: at the top dose activity change, negative = cytotoxicity, usual class: cytotoxic; 410,000 compounds, 0.76% hits; further: potency means the concentration at half of the fitted maximal effect; some results filed as inactive show a strong effect at the top dose
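CellTiter-Glo luminescence gave cytotoxicity after 18 hours at 37 degrees C. The cells were HepG2 CAGA-GFP in 1% FBS DMEM, stimulated with 500 pg/mL TGF-beta after compound addition. %Activity was normalised to no-cell wells (complete cell-killing) and DMSO (no toxicity), and curves were fitted and classified.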
Nrf2 block: Nrf2 qHTS screen for inhibitors; A549 ARE-Fluc reporter, luciferase luminescence, 18-24 h; Potency, µM (titrated, usually from 46 µM), without a hit: top-dose activity change, negative = inhibition, actives largely listed as inhibitors; 360,000 compounds, 2.1% hits; AID 504444, 2011; further: potency means the concentration at half of the fitted maximal effect; on the % scale 0 is the no-effect control and ±100 the full control effect; nearly all actives have a fitted effect of over 60% in size
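Cells were seeded and rested 2 h, then exposed to compounds for 18-24 h. CellTiter-Fluor was read first as a viability measure. BugLite was added 15 min before the final luminescent read of ARE-luciferase activity in A549 cells.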
ATXN2 expr inh: Primary qHTS for Inhibitors of ATXN expression; HEK-293 ATXN2-luciferase reporter, luminescence, 24 h; AID 1745845, 2022; 360,000 compounds, 0.72% hits; Potency, µM (titrated, usually from 57 µM), inactives show at the top dose activity change, negative = inhibition, hits mostly inhibitors; further: potency means the concentration at half of the fitted maximal effect; on the % scale 0 is the no-effect control and ±100 the full control effect; nearly all actives have a fitted effect of over 55% in size
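ATXN2-luciferase reporter cells (luciferase flanked by upstream and downstream ATXN2 gene portions) were treated 24 h at 37 °C with compounds at up to 57 uM. SteadyGlo luminescence gave expression; GF-AFC fluorescence gave viability.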
Nrf2 activator: qHTS of Nrf2 Activators; AREc32 ARE-luciferase reporter (MCF7-derived line), luminescence, 24 h; Potency, µM (series often up to 46.1 µM), without a hit: at the top dose activation, actives largely listed as activators; 410,000 compounds, 0.31% hits; further: potency means the concentration at half of the fitted maximal effect; % of control where 0% means no effect; nearly all actives have a fitted effect of over 65% in size
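Steps: seed AREc32_Fluc cells (1000/well, 5% FBS OPTI-MEM); incubate overnight at 37 deg C; add 23 nL compound; incubate 24 hr; add Steady-Glo; hold 30 min RT; read luminescence.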
TGFb inhibitor: qHTS for Inhibitors of TGF-b. HepG2 CAGA-GFP TGF-b/SMAD3 reporter, GFP fluorescence, 18 h; TGF-beta stimulated, 500 pg/mL final. AID 588855, 2011. Potency, µM (series often up to 46.1 µM), inactives show at the highest dose activity, negative = inhibition, most hits filed as inhibitors. 410,000 compounds, 1.2% hits; further: potency means the concentration at half of the fitted maximal effect; on the % scale 0 is the no-effect control and ±100 the full control effect; nearly all actives have a fitted effect of over 65% in size
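Per well, imaged GFP fluorescence of HEPG2 CAGA-GFP cells gives the signal; cells get compound, then TGF-beta (500 pg/mL final), 18 h at 37 degrees C; %Activity versus -TGF-beta and +DMSO controls.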
IL-1B inflam inh: qHTS for Inhibitors of Inflammasome Signaling: IL-1-beta AlphaLISA Primary Screen. THP-1 LPS/ATP IL-1B secretion, AlphaLISA, 16 h; stronger effect = lower value. activity change, % at 57.5 µM. 360,000 compounds, 4.7% hits. AID 743279, 2014; in the data active means activity change below about -50%; inconclusive means mostly about -30% to -49%; further: on the % scale 0 is the no-effect control and ±100 the full control effect
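THP-1 cells pretreated 1 hr with compounds (up to 57.5 uM final), then stimulated with LPS (250 ng/mL final) plus ATP (1.25 mM final); secreted IL-1B measured by AlphaLISA after 16 hr, decreased signal indicating inhibition.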
MCF10A rerep: A quantitative high throughput screen for small molecules that induce DNA re-replication in MCF 10a normal breast cells; MCF 10A DNA re-replication, Hoechst nuclear intensity, 48 h; Potency, µM (highest dose often 46.1 µM), for the others: at the top dose activity, positive = re-replication, most hits filed as activators; 350,000 compounds, 2.9% hits; AID 624296, 2012; further: potency means the concentration at half of the fitted maximal effect; % of control where 0% means no effect; nearly all actives have a fitted effect of over 50% in size
A549 viability: Nrf2 qHTS screen for inhibitors: counterscreen for cytotoxicity; A549 ARE-Fluc cells, CellTiter-Fluor viability, 18-24 h; Potency, µM (titrated, usually from 46 µM), for the others: top-dose activity change, negative = cytotoxicity, actives largely listed as inhibitors; 390,000 compounds, 0.16% hits; AID 504648, 2011; further: potency means the concentration at half of the fitted maximal effect; on the % scale 0 is the no-effect control and ±100 the full control effect
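Cytotoxicity counterscreen: CellTiter-Fluor fluorescence was measured in A549 ARE_Fluc cells after 18-24 h of compound exposure in a concentration series. The subsequent BugLite luminescent read reports ARE-luciferase activity.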
Active calls of the source: *; i = inactive; u = inconclusive; x = not tested or not shown; [ ] = remark or other dose. Unless noted, the call rests on the fitted dose curve; in most records, active means well fitted curve in the direction sought with a large enough effect; inconclusive means small, poorly fitted or top-dose-only effect, or another doubt; inactive means no such curve, though single readings can be large; an effect the other way counts as inactive or inconclusive.

Compound	S2 tox	HepG2 viability	Nrf2 block	ATXN2 expr inh	Nrf2 activator	TGFb inhibitor	IL-1B inflam inh	MCF10A rerep	A549 viability
Cc1ccnc(SCCn2c(Br)nc3c2c(=O)[nH]c(=O)n3C)n1	i	-3%	10%	10%	8.1%	7%	19	-10%	3%
O=C(Nc1ccc2nn(-c3ccccc3)nc2c1)c1cccnc1	i	-23%	x	41%[activator]	2.8%	-7%	u	4%	9%
CC(C)CC(c1nnnn1C1CCCC1)N1CCN(c2ccccc2F)CC1 (stereo not given)	i	21%	x	-1%	-0.5%	10%	-12	u	3%
CCOC(=O)CNC(=O)CSc1nnc(CCc2nc3ccccc3[nH]2)n1C	i	10%	-6%	x	-0.5%	23%	20	1%	3%
CCN1CCN(C(c2cccs2)C(C)NS(=O)(=O)c2ccccc2)CC1 (stereo not given)	i	-23%	3%	13%	-0.2%	-10%	-16	-6%	8%
Cc1ccn2c(=O)cc(CSc3nnc(NC(=O)c4ccccc4Cl)s3)nc2c1	x	-23%	x	x	3.5%	-20%	x	x	0%
O=C(CCC1CCCC1)N[C@@H](Cc1ccc(O)cc1)C(=O)O	i	2%	3%	3%	-0.2%	14%	-3	-2%	2%
COc1cccc2sc(NC(=O)c3ccc4c(c3)OCCO4)nc12	x	-29%	x	x	3.8%	3%	x	x	-17%
CCC(=O)c1ccc(OCC(=O)N2CCc3cc(OC)c(OC)cc3C2)cc1	i	-8%	-10%	-7%	0.0%	7%	-9	-4%	0%
Cc1nn(C)cc1CNC(=O)COc1ccc(Cl)cc1Cl	i	3%	-22%	-6%	1.9%	-9%	7	0%	9%
COc1ccc(C(=O)N[C@H](C(=O)NCc2cccs2)C(C)C)cc1	u	-5%	0%	16%	1.1%	-17%	3	u	-2%
Cc1cccc(-c2nc(CNC(=O)c3ccco3)cs2)c1	i	-22%	-28%	18%	1.9%	18%	-24	12%	5%
COCC(C)n1c(SCC(=O)Nc2oc(C)c3c(C)n[nH]c(=O)c23)nc2ccccc2c1=O (stereo not given)	i	1%	-8%	-7%	2.1%	2%	-9	-12%	-2%
Cc1csc(NC(=O)C2CCC(C)(C(=O)O)C2(C)C)n1 (stereo not given)	i	13%	-16%	-2%	0.2%	20%	31	-182%[0.0737 µM]	2%
Cc1csc(/C(=N/OC(=O)c2ccco2)C(N)=O)n1	i	-11%	7%	x	-0.5%	0%	0	-2%	15%
O=C(N/N=C/c1ccc(OC2CSC2)cc1)c1ccccc1	u	-25%	24%	5%	0.6%	-8%	-7	-3%	0%
COc1ccc(-c2ccnc(SCC(=O)c3ccc(Cl)cc3)n2)cc1	i	1%	21%	14%	-0.4%	-9%	-8	1%	-5%
O=C(NCCCN1CCOCC1)c1cc(-c2cccc(Br)c2)nc2ccccc12	i	-4%	11%	-18%	0.2%	0%	-64*	3%	1%
c1ccc(Cn2c(-c3ccccc3)nc3nc4ccccc4nc32)cc1	i	-32%	u	11%	0.3%	-13%	-2	u	-11%
Clc1nc(Oc2ccccc2)nc(-c2cn(-c3ccccc3)c3ccccc23)n1	i	-15%	1%	x	-0.1%	-14%	34	-1%	0%
COc1ccccc1NC(=O)N(C)C[C@@H]1OCc2cnnn2CCCC(=O)N([C@H](C)CO)C[C@H]1C	i	-4%	x	-13%	-0.8%	0%	16	x	x
CCOc1ccc(S(=O)(=O)NCC2CCCO2)cc1NC(=O)c1ccccc1F (stereo not given)	i	11%	-5%	-5%	0.4%	15%	-6	3%	0%
CC(NC(=O)c1ccccc1F)C12CC3CC(CC(C3)C1)C2 (stereo not given)	i	-17%	-6%	0%	2.9%	u	9	-2%	11%
CCC(C)N(C(=O)COC(=O)c1ccc(=O)n(Cc2ccccc2)n1)C1CCS(=O)(=O)C1 (stereo not given)	i	-20%	0%	-2%	-0.1%	-18%	7	1%	7%
Cc1ccccc1NC(=O)C(=O)NCC(c1ccc2c(c1)OCO2)N1CCN(c2ccccc2)CC1 (stereo not given)	x	-3%	x	x	-0.8%	-2%	x	x	5%
COc1cc([C@H]2OC[C@H]3[C@@H]2CO[C@H]3c2ccc(O)c(OC)c2)ccc1O	i	-1%	8%	8%	0.4%	0%	36	-1%	-4%
COc1ccc(CN2C[C@@H](CO)O[C@@H](n3cnc4c(NCCO)ncnc43)C2)cc1	i	2%	x	-6%	-0.8%	21%	-18	x	x
Nc1nonc1C(=O)NCCNCc1ccccc1	i	-2%	-27%	-8%	0.2%	1%	19	-6%	-23%
CC(C)Oc1cccc(C(=O)N/N=C/c2coc3ccccc3c2=O)c1	i	-5%	-20%	4%	-0.7%	-7%	4	3%	-1%
CC(C)OC(=O)c1ccc(N2CCN(c3ccccc3F)CC2)nc1	i	-21%	-5%	x	4.7%	-18%	19	u	4%
O=C(N/N=C/c1ccc(O)cc1O)C(=O)N/N=C/c1ccc(O)cc1O	i	-16%	8%	-34%	-0.8%	1%	175	7%	-2%
O=C(c1cccc(Cl)c1)C1CCCN(C(=O)c2ccc3c(c2)OCO3)C1 (stereo not given)	i	-20%	8%	-14%	2.3%	-22%	10	12%	8%
Cc1ccc(S(=O)(=O)N2[C@@H](c3ccccc3F)C(C(=O)O)=CC[C@H]2c2ccc(Cl)c(Cl)c2)cc1	i	-27%	-1%	0%	-0.5%	u	32	u	-10%
Cn1cc(C(=O)c2ccc(F)cc2)cc1-c1nc2ccccc2n1C	i	-17%	u	-12%	0.4%	-3%	-29	8%	-1%
COCCn1cnnc1SCC(=O)Nc1cccc(S(=O)(=O)N2CCCCC2)c1	i	6%	16%	-10%	-0.6%	20%	5	-4%	-2%
Cc1ccc(/C=N/NC(=O)c2cccnc2)s1	i	2%	5%	2%	0.0%	16%	21	1%	-1%
COCc1ccc(C(=O)N2CCCC(N(C)CCc3ccccc3)C2)s1 (stereo not given)	i	-8%	x	x	2.8%	-3%	5	x	x
CCCCCCCCNC(=O)/C(C#N)=C/c1ccc(SC)cc1	i	3%	4%	-10%	0.4%	0%	2	-14%	8%
O=C1CN(C(=O)CC2c3ccccc3-c3ccccc32)CC(=O)N1	u	0%	16%	2%	-0.7%	24%	8	-20%	-5%
COc1ccc(-c2nc(=S)c3ccc4ccccc4c3[nH]2)cc1	i	-1%	-2%	-18%	3.0%	u	74	16%	0%
CN(C(=O)c1ccc(NC(=O)Cc2ccc([N+](=O)[O-])cc2)cc1)C1CCCC1	i	4%	u	-21%	0.7%	u	-22	12%	0%
CCCc1ccc2oc(C(=O)N3CCN(CCC(N)=O)CC3)c(C)c2c1	i	-11%	-3%	12%	-0.7%	-14%	6	8%	0%
CC(C)(C)/C=N/NC(=O)C1CC1	i	-11%	3%	x	0.4%	-1%	7	-1%	0%
Cc1ccc(S(=O)(=O)ON2C(=O)c3ccccc3C2=O)c(C)c1	u	-2%	-24%	u	0.1%	u	-78*	13µM*	-5%
Cc1ccc(OCCNC(=O)C2CC(=O)N(Cc3ccccc3)C2)cc1 (stereo not given)	i	-12%	-13%	-2%	2.5%	-18%	20	-2%	13%
O=C(c1ccc(NC2=NC3CS(=O)(=O)CC3S2)cc1)N1CCN(c2ccccc2)CC1 (stereo not given)	i	-5%	14%	11%	-0.6%	-6%	-19	-2%	u
CCOc1ccc(N(CC(=O)NC2CCCC2)C(=O)Cn2nnc(-c3ccc(C)o3)n2)cc1	i	-9%	6%	0%	0.2%	25%	-3	-2%	3%
Cc1cc(C)n(-c2nc(-c3cccc(Cl)c3)cs2)n1	i	-10%	u	72%[activator]	11%	11%	56	u	0%
Cc1ccc(CNCc2ccc3c(c2)n(C)c(=O)n3C)cc1	i	11%	-19%	-14%	-1.2%	-5%	x	x	-13%
CC(=O)Nc1ccc(S(=O)(=O)N2CCC(C(=O)O)CC2)cc1	i	4%	0%	6%	0.3%	12%	21	2%	-4%
Cc1cc(C)nc(N(C#N)Cc2ccccc2Cl)n1	i	-2%	-3%	2%	-0.5%	4%	24	5%	1%
CCOC(=O)c1sc(=S)n(-c2ccccc2)c1SC	i	-22%	-7%	-8%	-0.6%	u	-11	1%	3%
CC(O)(c1cccc(F)c1)c1nc(-c2ccncc2)cs1 (stereo not given)	i	-25%	x	2%	3.4%	2%	15	x	x
Cc1ccc(NC(=O)CSc2nccn2Cc2ccco2)cc1Cl	x	-12%	x	x	0.3%	-9%	x	x	3%
CC(C)=CCC[C@](C)(OC1OC(COC2OCC(O)C(O)C2O)C(O)C(O)C1O)C1CC[C@]2(C)C1C(O)CC1[C@@]3(C)CCC(O[C@@H]4O[C@H](CO)C(O)C(O)C4O[C@@H]4OC(CO)C(O)C(O)C4O)C(C)(C)C3CC[C@]12C (stereo not given in full)	i	-1%	7%	8%	-0.6%	13%	16	-13%	-4%
COc1ccc(CNC(=O)/C=C/c2ccc(OCCCF)cc2)cc1OC	i	13%	x	3%	-0.2%	-4%	-8	1%	-2%

A few values from the entries so far.
ATXN2 expr inh result of CN(C(=O)c1ccc(NC(=O)Cc2ccc([N+](=O)[O-])cc2)cc1)C1CCCC1 is entered as -21%
HepG2 viability result of Cc1csc(/C(=N/OC(=O)c2ccco2)C(N)=O)n1 is entered as -11%

Screening results (PubChem)
